# Compound activity deposited in PubChem by National Center for Advancing Translational Sciences (NCATS).
# PLK1 PBD inh – blocks phosphopeptide binding to human PLK1 polo-box domain; Plk1 PBD binding of FITC phosphopeptide, fluorescence polarization; P53350; Potency, µM, without a hit: max response, negative = inhibition, actives largely listed as inhibitors; 360,000 compounds, 2.8% hits; further: potency means the concentration at half of the fitted maximal effect; series mostly up to about 57 µM; on the % scale 0 is the no-effect control and ±100 the full control effect; nearly all actives have a fitted effect of over 65% in size
# EPAC1 antagonist – antagonists of human EPAC1 | EPAC1 GEF assay, Rap1b-BODIPY-GDP exchange fluorescence | Potency, µM (series often up to 115 µM), without a hit: at the top dose activity change, negative = inhibition, hits mostly inhibitors | 360,000 compounds, 0.14% hits | AID 720709;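 further: potency means the concentration at half of the fitted maximal effect; plate controls were vehicle for no effect and positive control for full effect; nearly all actives have a fitted effect of over 50% in size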
# Target sequence (O95398 whole entry, looked up): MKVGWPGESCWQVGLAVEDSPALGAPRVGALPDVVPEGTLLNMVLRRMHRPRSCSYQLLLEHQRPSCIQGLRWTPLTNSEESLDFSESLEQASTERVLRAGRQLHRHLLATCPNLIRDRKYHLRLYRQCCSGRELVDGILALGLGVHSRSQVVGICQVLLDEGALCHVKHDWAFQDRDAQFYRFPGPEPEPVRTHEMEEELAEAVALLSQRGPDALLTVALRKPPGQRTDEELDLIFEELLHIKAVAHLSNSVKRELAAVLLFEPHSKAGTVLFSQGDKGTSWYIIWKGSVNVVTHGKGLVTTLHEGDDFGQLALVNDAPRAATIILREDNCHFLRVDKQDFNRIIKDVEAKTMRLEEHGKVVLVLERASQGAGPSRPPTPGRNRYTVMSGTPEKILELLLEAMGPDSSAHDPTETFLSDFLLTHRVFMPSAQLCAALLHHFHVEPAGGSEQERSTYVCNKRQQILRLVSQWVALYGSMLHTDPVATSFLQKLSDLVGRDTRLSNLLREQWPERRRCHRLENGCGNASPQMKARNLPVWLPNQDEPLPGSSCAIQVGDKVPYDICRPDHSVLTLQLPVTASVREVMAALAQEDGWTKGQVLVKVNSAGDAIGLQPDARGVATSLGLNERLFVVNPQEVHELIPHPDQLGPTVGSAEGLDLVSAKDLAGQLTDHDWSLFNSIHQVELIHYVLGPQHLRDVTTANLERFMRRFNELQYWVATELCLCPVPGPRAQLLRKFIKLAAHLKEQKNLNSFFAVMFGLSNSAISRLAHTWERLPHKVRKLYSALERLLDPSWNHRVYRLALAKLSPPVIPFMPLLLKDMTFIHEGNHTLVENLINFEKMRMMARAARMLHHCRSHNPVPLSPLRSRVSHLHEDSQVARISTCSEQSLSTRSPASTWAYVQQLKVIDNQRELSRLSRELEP
# Abeta yeast res – restores growth of yeast expressing A-beta42 peptide | Potency, µM (top dose mostly 46.1 µM), for inactives: at the top dose growth rescue, usual class: activators | yeast expressing A-beta42, growth rescue, OD600, 48 h; response scale: 0% DMSO, 100% iron-clioquinol control | AID 1347071 | 410,000 compounds, 0.063% hits; further: potency means the concentration at half of the fitted maximal effect; nearly all actives have a fitted effect of over 55% in size
#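 Yeast A-beta toxicity model in growth medium with pinned compounds, 48 h at 30 C; growth read as absorbance at 600 nm. Normalized to FeCl3/clioquinol equimolar mix (positive) and DMSO (negative).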
# PI5P4Ka inh – blocks human PI5P4K alpha kinase activity | P48426 | 330,000 compounds, 1.2% hits | PI5P4Kalpha enzyme, ADP-Glo luminescence, 60 min; active compounds read low | max response, %; active means max response of -50% or lower; inconclusive means between -30% and -50%; inactive means -30% or higher; further: value at the top dose of about 77 µM; on the % scale 0 is the no-effect control and ±100 the full control effect
#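 ADP-Glo luminescence end-point after a 60 min room-temperature kinase reaction. PI5P4Kalpha and substrate in HEPES pH 7.4 buffer with EGTA, 0.1% CHAPS and 5% DMSO; ATP at 5 microM final.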
# FUS suppressor – suppressors of FUS proteinopathy in yeast; S. cerevisiae FUS-expressing, growth rescue, OD600, 24 h; Potency, µM (titrated, usually from 76.6 µM), for inactives: top-dose growth rescue (activation), hits mostly activators; AID 1347120; 390,000 compounds, 0.24% hits;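 further: potency means the concentration at half of the fitted maximal effect; plate controls were DMSO vehicle for no effect and reference control for full effect; nearly all actives have a fitted effect of over 55% in size; some results filed as inactive show a strong effect at the top dose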
#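 Read-out: OD at 600 nm after 24hr at 30C, reporting rescue of FUS-induced yeast toxicity. Cells at OD 0.005 in galactose (2%) minimal medium; compounds tested in a dilution series; CP55940 titration from 92uM final as control.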
# EPAC1 ag – agonists of human EPAC1. O95398. EPAC1 agonist qHTS, biochemical assay; response scale: 100% = response to 6.5 mM cAMP. Potency, µM (highest dose often 154 µM), for the others: at the top dose activation, usual class: activators. 360,000 compounds, 0.073% hits. AID 720707; further: potency means the concentration at half of the fitted maximal effect; nearly all actives have a fitted effect of over 60% in size
#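 EPAC1 100 nM, Rap1B–BODIPY-GDP 250 nM, unlabeled GDP 50 uM; compound titration; 5 min RT; kinetic read ex480/em540 at 5-min intervals ×30 min; data normalized to 6.5 mM cAMP agonist control.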
# WRN helicase inh – inhibitors of human WRN helicase | Q14191 | WRN helicase unwinding, fluorescent forked duplex, kinetic | Potency, µM (series often up to 114 µM), for inactives: at the top dose activity change, negative = inhibition, most hits filed as inhibitors | 360,000 compounds, 0.46% hits | AID 651768; further: potency means the concentration at half of the fitted maximal effect; on the % scale 0 is the no-effect control and ±100 the full control effect; nearly all actives have a fitted effect of over 55% in size
#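 Kinetic red-fluorescence monitoring (525/598 nm) tracks WRN helicase activity after 100 nM fluorophore-quencher forked duplex and 2 mM ATP are added to 20 nM enzyme pretreated 15 min at room temperature with compound.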
# IL2 activator – IL-2 activation | IL-2 activation reporter assay, cell-based qHTS; stimulated with anti-CD3/CD4/CD28 beads; in transgenic mouse T cells | activation, % (series mostly up to about 46 µM) | 360,000 compounds, 0.065% hits; in the data active means activation above about 50%; inconclusive means mostly about 30% to 49%; further: 0% is about no effect
#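 Using fluorescent plate cytometry, EGFP and DsRed are detected in transgenic mouse T cells stimulated 18 h at 37 degrees C with antibody-coated beads after 60 min compound pretreatment.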
# * marks the source's active call; other numbers are inactive results; ? = inconclusive; · = not tested or not shown; & = joins results of further samples; [ ] = remark or other dose. Unless noted, the call rests on the fitted dose curve; in most records, active means well fitted curve in the direction sought with a large enough effect; inconclusive means small, poorly fitted or top-dose-only effect, or another doubt; inactive means no such curve, though single readings can be large; an effect the other way counts as inactive or inconclusive.
SMILES,PLK1 PBD inh,EPAC1 antagonist,Abeta yeast res,PI5P4Ka inh,FUS suppressor,EPAC1 ag,WRN helicase inh,IL2 activator
Nc1ncnc2nc(-c3ccccc3)[nH]c12,-2.9%,6.9%,-13.7%,-25.4,-13.8%,5.7%,1.9%,-1.4
CCN1CCN(c2cc(C)c3cc(NC(=O)c4ccc(Br)o4)ccc3n2)CC1,-0.6%,1.0%,11.5%,0.2,5.1%,1.9%,-14.1%,0.9
CCOC(=O)/C=C/C(=O)OCC(=O)NC(c1ccccc1)c1ccccc1,?,-5.4%,2.0%,1.3,·,-9.1%,?,-0.2
CCOC(=O)c1ccc(N2C(=O)C(O)=C(C(C)=O)C2c2ccc([N+](=O)[O-])cc2)cc1 (stereo unspecified),-5.0%,-8.1%,-8.9%,2.6,18.3%,4.5%,4.1%,0.3
CC1(C(=O)NS(=O)(=O)c2ccccc2)CCN1C(=O)COc1ccc(Cl)cc1 (stereo unspecified),1.6%,-3.1%,2.5%,0.8,-10.1%,-10.4%,-0.5%,-0.6
CN(CC(=O)Nc1ccc(F)cc1)c1ccc(S(=O)(=O)N2CCCC2)cn1,6.3%,11.6%,14.4%,1.8,8.3%,7.7%,-3.5%,1.0
Cn1c(C(=O)NCc2ccc3c(c2)OCO3)cc2sccc21,-11.7%,-11.6%,-39.1%[inhibitor],·,18.1%,21.1%,-1.9%,-2.2
COC(=O)C[C@H]1C[C@H]2c3cc(NC(=O)C4CCOCC4)ccc3O[C@H]2[C@H](CO)O1,-3.5%,-6.8%,-0.8%,0.8,7.4%,4.8%,0.5%,-0.2
CCc1ccccc1-n1cnc2cc(C(=O)O)ccc21,-3.4%,0.5%,21.4%,-26.7,10.1%,4.8%,-1.9%,1.1
COC(=O)CSc1[nH]c2ccccc2c1[N+](=O)[O-],-17.4%,7.2%,6.2%,3.0,-30.8%,3.5%,-8.2%,-0.2
CC1c2[nH]c3ccccc3c2C[C@H]2C(=O)N(CCCO)CC(=O)N12 (stereo partly specified),-18.1%,-14.8%,-12.0%,-1.0,-18.8%,6.3%,-5.2%,2.4
Cc1sc2nc(CN3CCOCC3)nc(N3CCOCC3)c2c1C,-4.8%,-17.0%,-10.7%,2.5,-9.2%,4.8%,-6.0%,-0.4
COc1ccc(C(=O)N2CCN(c3ccc(NC(=O)Cc4ccccc4)cc3)CC2)cc1,4.5%,10.5%,-9.4%,-0.8,19.4%,-7.0%,8.2%,0.2
COc1ccc(CCNC(=O)COC(=O)C23CC4CC(CC(Br)(C4)C2)C3)cc1,0.1%,-7.0%,-19.0%,0.1,·,16.3%,-4.7%,-0.2
O=CN1CCN(C(C(=O)NC2CCCCC2)c2ccc(Cl)cc2)CC1 (stereo unspecified),3.6%,-6.3%,2.5%,14.4,1.3%,-1.7%,3.7%,-2.1
O=c1[nH]c2nc(Br)[nH]c(=O)c2[nH]1,?,2.9%,-18.9%,?,-16.7%,6.2%,-0.5%,0.5
CCn1c(=O)c2c(nc(SCC(=O)N3CCCC(C)C3)n2C)n(C)c1=O (stereo unspecified),-5.5%,-17.7%,-21.7%,1.3,16.0%,8.3%,-6.7%,3.7
CCOC(=O)CN(C(=O)CSc1nnc(COc2ccc(OC)cc2)n1CC)c1ccccc1,1.5%,-13.1%,10.2%,-6.9,20.2%,-2.9%,-4.2%,-4.2
CC(=O)Nc1ccc(S(=O)(=O)Nc2ccc(Cl)nn2)cc1,-6.6%,-1.1%,-14.9%,-7.4,·,-0.9%,1.6%,0.7
CC1C(=O)N(Cc2cn(CCC3OCCCO3)nn2)CCS(=O)(=O)N1Cc1ccc(-c2ccccc2)cc1 (stereo unspecified),-6.7%,-13.5%,-4.1%,-2.9,?,-15.5%,-0.4%,0.6
COc1cccc(NC(=O)Cn2c(CCC(=O)O)ccc2-c2ccccc2)c1,3.1%,-8.6%,3.6%,-11.8,20.1%,-0.5%,-15.5%,-0.2
O=C(Nc1cccc(-c2csc(Nc3cccc(C(F)(F)F)c3)n2)c1)c1cc([N+](=O)[O-])cc(C(F)(F)F)c1,3.9%,-1.8%,4.1%,0.6,-26.0%,-5.8%,-1.9%,-0.6
CC(C)(C)S(=O)(=O)N1Cc2cc(=O)n(Cc3ccccc3)c(CCO)c2[C@@H]1CCO,-23.6%,-8.3%,3.5%,-4.4,25.8%,-7.7%,-4.9%,0.3
CCN1CCN(C(=S)Nc2cc(S(=O)(=O)N(CC)CC)ccc2C)CC1,-8.1%,-9.8%,14.7%,-5.6,-26.6%,-0.3%,2.5%,-0.7
CCOc1cccc(NC(=O)C2CC(=O)N(C)C(=Nc3ccccc3)S2)c1 (stereo unspecified),-4.7%,-18.7%,?,·,43.4%,23.1%,-9.3%,-1.7
# The results go on.
SMILES,PLK1 PBD inh,EPAC1 antagonist,Abeta yeast res,PI5P4Ka inh,FUS suppressor,EPAC1 ag,WRN helicase inh,IL2 activator
O=C(CSc1nnc2ccccn12)c1ccccc1,-9.2%,15.7%,0.2%,-6.6,-15.9%,-11.6%,-1.8%,3.1
CCCCOC(=O)C1C2C=C[C@]3(CN(C(C)c4ccc(OC)cc4)C(=O)[C@H]13)O2 (stereo partly specified),0.4%,1.6%,14.9%,4.3,10.8%,-1.2%,-6.0%,-0.7
COc1ccc(CN2C(=O)c3cccc4cccc2c34)cc1F,-6.0%,12.8%,24.0%,-0.5,28.0%,10.9%,-16.8%,-0.4
CCc1nnc(NC(=O)CSc2nc3c(cc2C#N)CCCC3)s1,-2.4%,10.7%,-9.8%,1.2,-7.6%,-0.7%,5.9%,-0.5
Cc1cc(C(F)F)n2nc(C(=O)Nc3ccccc3Br)nc2n1,5.4%,-2.1%,8.6%,-3.1,1.7%,5.2%,0.6%,3.1
COc1ccccc1C(=O)N1CCN(Cc2nc(CC3CC3)no2)CC1,3.1%,1.1%,-20.3%,-1.7,13.8%,-4.8%,2.4%,-3.0
C=CCN(c1ccccc1)S(=O)(=O)c1cccc(C(=O)Nc2cc(C)ccn2)c1,-5.6%,5.3%,-17.3%,75.9,30.4%,14.9%,-11.6%,-4.3
O=Cc1cc(CCC(=O)O)ccc1O,3.1%,-4.6%,0.4%,-4.7,-23.0%,7.7%,0.1%,0.4
COc1cccc(C(=O)NC(=S)Nc2cccnc2)c1,-15.6%,9.0%,5.6%,2.8,·,9.7%,0.2%,-0.7
CCC1SC2=NC(C)=C(C(=O)OCCOC)C(c3ccc(C(=O)OC)cc3)N2C1=O (stereo unspecified),0.7%,-11.5%,-4.7%,-1.9,43.4%,4.7%,-6.7%,-2.8
CN(C)CCOC(c1ccccc1)c1ccccc1,-6.6%&0.5%,10.7%&13.5%,-15.9%&-9.3%,-1.5&0.8,-29.1%&-16.2%,-18.2%&-17.7%,7.1%&6.0%,0.2&-0.6
O=C(NCC1CCCO1)c1ccccc1NS(=O)(=O)c1cccs1 (stereo unspecified),-4.4%,5.5%,-2.7%,0.4,-14.5%,5.9%,6.2%,2.0
Clc1ccc(CCNc2ncnc3nc[nH]c23)cc1,-5.1%,-11.1%,0.9%,?,-28.0%,-10.4%,-6.0%,-4.3
O=C(Cc1ccc(F)cc1)Nc1nc(-c2ccc(F)c(F)c2)cs1,-22.6%,-13.5%,2.4%,-1.1,-15.6%,16.9%,5.0%,-0.8
O=C(NCc1cc(C(F)(F)F)cc(C(F)(F)F)c1)C1CC(c2cccc([N+](=O)[O-])c2)=NO1 (stereo unspecified),1.8%,-9.7%,1.9%,8.9,-21.4%,-5.8%,-4.9%,0.2
CC1CC(C)CN(CCOc2cccc3ccccc23)C1 (stereo unspecified),-3.5%,-6.2%,1.2%,12.7,-17.6%,-16.5%,0.6%,-0.6
Cc1ccc2cc(CCNC(=O)C(=O)c3c(C)[nH]c4ccccc34)c(=O)[nH]c2c1,-3.8%,-5.7%,2.5%,-9.5,7.9%,-0.9%,2.7%,-2.2
CNc1cncc(-c2ccoc2)n1,-7.5%,-0.9%,-13.0%,9.0,-14.2%,9.4%,2.0%,0.5
COc1ccc(-c2nn3c(C4CCCCC4)nnc3s2)cc1OC,21.2µM*,-13.5%,-9.3%,·,?,3.7%,-4.8%,-1.7
COc1ccc(NC(=O)CSc2nc3ccccc3nc2N2CCOCC2)cc1,-17.1%,-4.8%,8.1%,-3.2,4.2%,12.2%,-2.4%,-2.2
CN(C(=O)COC(=O)c1cc(F)c(F)cc1Cl)c1ccccc1,-4.9%,-1.9%,-7.3%,2.2,3.9%,3.5%,-3.7%,-0.4
Cc1ccc(C(=S)NCS(=O)(=O)c2ccc(C)cc2)cc1,?,-20.2%,-11.6%,·,17.2%,-4.8%,-10.7%,-2.5
N#C/C(=C/c1ccc(CNC(=O)C(=O)Nc2cc(Cl)cc(Cl)c2)o1)C(=O)NCc1cccnc1,1.2%,-4.2%,0.7%,-9.0,-9.1%,-3.2%,2.9%,-0.5
COc1ccccc1-n1cnc2sc(C)c(C)c2c1=O,-16.7%,-2.8%,-2.2%,-2.4,-12.7%,-0.1%,-6.7%,-3.1
CC1CCCN(C(=O)COC(=O)c2cccc(NS(=O)(=O)c3ccccc3)c2)C1 (stereo unspecified),-2.6%,-0.8%,-5.4%,-4.3,21.2%,-4.0%,-10.5%,0.6
Cc1cc(C(F)(F)F)n2ncc(-c3cccc(Br)c3)c2n1,-6.1%,-16.5%,-1.2%,19.3,-16.2%,2.1%,1.0%,1.3
CSc1nc(Oc2ccc(Cl)cc2)c2sccc2n1,1.7%,10.9%,21.6%,-0.2,11.3%,-4.3%,-0.3%,-0.1

# Part of the list above, as labelled records:
Cc1ccc2cc(CCNC(=O)C(=O)c3c(C)[nH]c4ccccc34)c(=O)[nH]c2c1
  PLK1 PBD inh = -3.8%
  EPAC1 antagonist = -5.7%
  Abeta yeast res = 2.5%
  PI5P4Ka inh = -9.5
  FUS suppressor = 7.9%
  EPAC1 ag = -0.9%
  WRN helicase inh = 2.7%
  IL2 activator = -2.2

CNc1cncc(-c2ccoc2)n1
  PLK1 PBD inh = -7.5%
  EPAC1 antagonist = -0.9%
  Abeta yeast res = -13.0%
  PI5P4Ka inh = 9.0
  FUS suppressor = -14.2%
  EPAC1 ag = 9.4%
  WRN helicase inh = 2.0%
  IL2 activator = 0.5

COc1ccc(-c2nn3c(C4CCCCC4)nnc3s2)cc1OC
  PLK1 PBD inh = 21.2µM*
  EPAC1 antagonist = -13.5%
  Abeta yeast res = -9.3%
  PI5P4Ka inh = ·
  FUS suppressor = ?
  EPAC1 ag = 3.7%
  WRN helicase inh = -4.8%
  IL2 activator = -1.7
